Bioassay records deposited in PubChem BioAssay by several laboratories.
Hsp70 activator: switches on Hsp70 transcription; actives 0.04% (n = 200,000); HeLa Hsp70 promoter luciferase reporter, luminescence; scaled: vehicle 0, proteasome-inhibitor control 100%; activation, % at 10 µM;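 active = activation above the mean across all tested compounds plus 3 SD, cutoff set per campaign, cut at about 5.5% in these data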;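 also: 100% = MG132 at 30 µM as the positive control and 0% = DMSO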
PMI act hi M6P: PMI (human) activation, high substrate; P34949; coupled PMI enzyme assay, resazurin fluorescence, 20 min; active compounds read high; 1 = untreated enzyme, 0 = substrate-free blank; activation factor at 20 µM; actives 0.34% (n = 190,000); AID 1216;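 active = activation factor of 2 or more at 20 µM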
Target sequence (P34949 whole entry, looked up): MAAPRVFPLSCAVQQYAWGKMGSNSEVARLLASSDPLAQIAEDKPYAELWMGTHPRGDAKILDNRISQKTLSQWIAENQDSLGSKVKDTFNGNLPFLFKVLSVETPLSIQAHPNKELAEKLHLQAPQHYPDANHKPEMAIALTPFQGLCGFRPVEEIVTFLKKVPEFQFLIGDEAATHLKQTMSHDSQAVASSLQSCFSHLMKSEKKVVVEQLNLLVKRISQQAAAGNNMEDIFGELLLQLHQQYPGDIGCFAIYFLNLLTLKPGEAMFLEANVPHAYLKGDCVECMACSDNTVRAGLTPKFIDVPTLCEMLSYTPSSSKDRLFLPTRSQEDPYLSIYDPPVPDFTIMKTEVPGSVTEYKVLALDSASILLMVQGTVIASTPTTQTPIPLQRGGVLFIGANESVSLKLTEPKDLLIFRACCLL
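Material: human phosphomannose isomerase with PGI, G6PDH, diaphorase coupling enzymes; amount: PMI at 15 ng/mL final; also added: Mannose-6-phosphate 1.0 mM (near-saturating) plus 0.22 mM NADP+; incubation: enzyme reaction with compound 20 min at room temperature; signal: resorufin fluorescence (Ex 544/Em 590 nm) from resazurin via diaphorase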
S1P3 antag: blocks the human S1P3 receptor | inhibition, % at 4.98 µM | CHO S1P3 NFAT-BLA reporter, FRET fluorescence, antagonist mode | Q99500 | actives 0.27% (n = 170,000) | AID 485;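 active = inhibition above the plate cutoff, the mean inhibition of test wells on that plate plus 3 SD, cut at about 28% in these data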;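 also: cells challenged with S1P at its EC80 of 0.8 µM; blue over green emission ratio from cleaved BLA substrate after 4 h stimulation; 0% = S1P-stimulated wells and 100% = unstimulated DMSO-only wells; some compounds past the cut are filed as inactive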
Target sequence (Q99500 whole entry, looked up): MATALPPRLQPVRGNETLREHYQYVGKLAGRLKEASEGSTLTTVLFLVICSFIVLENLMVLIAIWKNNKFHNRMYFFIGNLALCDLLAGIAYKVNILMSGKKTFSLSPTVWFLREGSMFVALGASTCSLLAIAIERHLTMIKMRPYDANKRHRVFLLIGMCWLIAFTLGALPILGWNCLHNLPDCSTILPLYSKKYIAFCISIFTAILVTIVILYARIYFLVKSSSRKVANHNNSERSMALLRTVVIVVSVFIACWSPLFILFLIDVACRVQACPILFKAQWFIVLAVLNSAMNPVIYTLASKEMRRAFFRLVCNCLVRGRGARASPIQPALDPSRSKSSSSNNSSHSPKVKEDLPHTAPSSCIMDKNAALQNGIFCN
L major viab: reduces viability of Leishmania major promastigotes | resazurin fluorescence viability | inhibition, % at 10 µM | actives 9% (n = 200,000); in the data active = inhibition above about 50%;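 also: promastigotes grown with compound for 44 hours at 28 °C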
PMI activator: activators of human phosphomannose isomerase | purified human PMI, coupled resazurin fluorescence, 20 min; active compounds read high; 1 = vehicle control, 0 substrate-free wells | activation factor at 20 µM | actives 0.005% (n = 190,000);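 active = activation factor of 2 or more at 20 µM, relative to plate controls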
RAM inhibit: yeast RAM network inhibition | S. cerevisiae dse1pr::URA3 reporter, 5-FOA growth OD615, 2 d; analog-sensitive cbk1-as2 kinase mutant strain | inhibition, % at 50 µM | actives 1.8% (n = 190,000);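 active = inhibition above a set limit, 3 SD over mean compound inhibition, cut at about 8.4% in these data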;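 also: 0% = DMSO-only wells with no growth and 100% = 10 µM 1-NA-PP1 full growth; inhibition rescues growth on 5-FOA so higher OD means more RAM inhibition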
Efa HMGR inh: E. faecalis class II HMG-CoA reductase inhibition | inhibition, % at 10 µM | actives 0.41% (n = 190,000) | purified E. faecalis HMGR, NADPH absorbance 340 nm kinetic;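 active = inhibition above a set limit, the median over all tested compounds plus 3 SD, cut at about 9.5% in these data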;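 also: enzyme runs in reverse so mevalonate oxidation gives rising NADPH absorbance; 0% = complete reaction with DMSO and 100% = background rate lacking mevalonate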
TNAP inh hiacc: inhibitors of human TNAP at high phosphate acceptor concentration. purified TNAP, CDP-star luminescence, 1 M DEA. inhibition, % at 20 µM. actives 0.03% (n = 200,000). AID 1135;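 active = over 50% inhibition of tissue-nonspecific alkaline phosphatase at 20 µM in the single-dose screen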;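 also: plate controls were DMSO wells for no effect and EDTA-quenched wells as full inhibition for full effect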
TNAP inh no acc: blocks human TNAP activity with no phosphate acceptor present; P05186; purified TNAP, CDP-star luminescence, 30 min; inhibition, % at 20 µM; actives 0.26% (n = 200,000);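 active = tissue-nonspecific alkaline phosphatase inhibition above about 50% at 20 µM in the single-dose screen, limit read from the data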;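 also: 0% = DMSO negative control and 100% = EDTA positive control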
DTT redox prof: compounds producing H2O2 with reducing agent – biochemical, NIH compound library profiling, artefact control for MLSCN library redox annotation, primary screen. actives 0.03% (n = 200,000). activation, % at 10 µM. DTT-dependent redox cycling H2O2, phenol red/HRP absorbance; 100% = 100 µM peroxide control, 0% = buffer. AID 878;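 active = activation of at least 50% relative to the plate's high and low controls in the primary single-dose screen; inactive = activation below 50%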;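 also: compound incubated with DTT at 0.8 mM final as the reducing agent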
Numbers without * were called inactive; . = not tested or not shown. Outcome played no part in choosing rows; about 12% have a hit in one of these screens.

Every second line gives: PMI act hi M6P, Hsp70 activator, RAM inhibit, S1P3 antag, TNAP inh hiacc, TNAP inh no acc, L major viab, DTT redox prof, PMI activator, Efa HMGR inh
1	CCN(CC)Cc1c(O)ccc2c(=O)c(-c3ccc4c(c3)OCCO4)coc12
 : 1, -0.1, 0.2, ., -4, -5, 0, 1.5, 0.9, -11
2	Cc1ccc(OCCn2nc3ccccc3n2)c(C)c1
 : 0.9, 0.1, 0.8, -4, 2, -4, 5, 1.5, 0.8, -1
3	CCn1c(-c2ccccc2Cl)nn(CC(=O)Nc2ccccc2C)c1=S
 : 1, 0.1, 0.1, ., -7, -12, 2, -7.8, 0.9, 0
4	Cc1ccc(S(=O)(=O)Oc2ccc(/C=N/NC(=O)c3c(Cl)cnn3C)cc2)cc1
 : 0.9, 0.9, 4.2, ., -1, -1, -6, -0.8, 0.9, -11
5	O=C(N/N=C1/CCSC1)c1cccc([N+](=O)[O-])c1
 : 1, -0.5, 1.5, -2, -7, -3, 3, 0.3, 1.1, 3
6	C/C(CCC(C)C)=N\NC(=S)NCc1ccccc1
 : 1.5, 0.2, 0.8, 0, 2, -5, 39, -1.9, 1.6, 2
7	O=C(NC1CC1)c1ccc2c(Cl)c3c(nc2c1)CCCC3
 : 1, -0.2, 1.6, 10, 1, 0, 36, 0.2, 0.9, 1
8	N/C(Cc1cccc2ccccc12)=N\OC(=O)c1ccc(Br)o1
 : 1, -0.2, 3.5, 9, 10, -6, 3, -0.1, 0.9, -1
9	COCCn1nnnc1C(c1cc2ccc(OC)cc2[nH]c1=O)N1CCN(C2CCCCC2)CC1 (stereo unspecified)
 : 1, 0.1, 1.8, 12, -7, -4, -2, 0.1, 1.1, -2
10	CCCN(CCC)S(=O)(=O)c1ccc(C(=O)Nc2nnc(-c3cc(OC)cc(OC)c3)o2)cc1
 : 1.2, 0.1, 2.1, 7, 0, -17, 100*, -0.2, 1.2, -5
11	O=S(=O)(c1cccc(-c2csc(-c3ccccc3)n2)c1)N1CCOCC1
 : 0.9, 0.0, 3.2, ., -4, -10, 16, 1.9, 0.9, -2
12	Cc1ccc(NC2=CC(=O)CC(C)(C)C2)c(N)c1
 : 0.8, 0.7, -0.1, -12, -9, 0, 1, -0.6, 1.2, 1
13	CC(C)c1ccc(NC(=O)N2CCc3ccccc3C2)cc1
 : 1, -0.1, 3.1, -12, -3, -13, 15, -2.7, 1, -7
14	Cc1cc(C(=O)NCCCN2CCCC2=O)cs1
 : 1, -0.1, 0.2, 19, -3, 4, -5, 0.5, 1, -4
15	Cc1ccc(/C=N/Nc2ccc3c(C(F)(F)F)cc(C(F)(F)F)nc3n2)cc1
 : 1.1, -0.3, 2.9, ., 3, 14, -1, 0.2, 1.1, 2
16	Cc1c(C)c2ccc(OS(C)(=O)=O)cc2oc1=O
 : 1, -0.3, -0.1, 12, 2, -6, -5, -0.2, 1, -3
17	COC(=O)C1=C(C)OC(N)=C(C#N)C1c1ccco1 (stereo unspecified)
 : 1, 0.0, -0.1, ., 21, -10, -2, 1.6, 1.1, -8
18	Cc1nc2ccccc2c2oc(C(=O)N3CCN(C(=O)c4ccco4)CC3)cc12
 : 1, -0.4, 0.7, -2, -1, -1, 7, -0.7, 0.9, -1
19	O=C(COC(=O)Cn1cnc2ccccc2c1=O)NCc1ccccc1Cl
 : 1, -0.4, 0.0, -15, -4, -9, 1, -2.8, 1.1, -2
20	Cc1ccc(C2CC2C(=O)NNC(=S)Nc2cccc(C)c2)cc1 (stereo unspecified)
 : 1, 0.1, 4.7, ., -3, -58, -12, 1.8, 1.1, 0
21	COc1ccc(C2C(C#N)=C(C)NC(C)=C2C(=O)OC(C)C)c(OC)c1 (stereo unspecified)
 : 1, -0.2, 0.0, -6, -6, -1, 29, -0.9, 1, -3
22	CCCCn1nnc(NC(=O)c2cc3ccccc3o2)n1
 : 1, 0.7, 0.7, -14, 0, -8, 25, 0.4, 1, -1
23	CCOC(=O)c1c(C)c(C(=O)NCc2ccco2)c(C)n1C
 : 0.9, 0.0, 0.7, -16, -4, -5, -3, -2.8, 0.9, -3
24	COc1cccc(NC(=O)CN(C)C(C)C(=O)Nc2cc([N+](=O)[O-])ccc2Cl)c1 (stereo unspecified)
 : 1, 0.1, -0.4, -13, 1, -10, 32, -1.1, 0.9, -6
25	CS(=O)(=O)c1ccc(Cl)c(NC(=O)Cc2c(F)cccc2Cl)c1
 : 1, -0.2, 2.4, -2, -4, -12, -3, -0.8, 1, -1
26	CC(C)C(c1nnnn1C(C)(C)C)N1CCN(c2cccc(Cl)c2)CC1 (stereo unspecified)
 : 0.9, -0.2, 0.1, 17, -6, -15, 16, 1.6, 1, 4
27	OC(CCN1CCCCC1)(c1ccccc1)C1CCCCC1 (stereo unspecified)
 : 1, -0.3, 1.0, 5, 0, -5, 12, 0.1, 1.1, -3
28	Nc1nnc(CC(=O)N/N=C/c2cccc(OCCOc3ccccc3)c2)s1
 : 0.9, 1.1, 3.4, ., -3, -1, -6, -4.2, 0.9, 0
29	COC(=O)[C@H](CCSC)NC(=O)N1CCC(C)CC1
 : 1, -0.4, 1.9, ., -1, 3, 11, -0.9, 0.9, 1
30	Cc1ccc(C2CC(=O)c3cnn(-c4nc(C)cc(C)n4)c3C2)cc1 (stereo unspecified)
 : 1, -0.1, -0.2, -22, 1, -13, 75*, -0.2, 1, -10
31	c1ccc(-c2cnnc(N3CCOCC3)n2)cc1
 : 0.9, -0.2, 2.4, ., 2, -2, 1, 0.3, 0.9, 5
32	Cc1ccc(NC(=S)c2nc3ccccc3[nH]2)c(C)c1
 : 1, 0.1, -0.4, -9, -6, 0, 87*, 0.4, 1, -2
33	Nc1nc2c(s1)C(=O)CC(c1ccccc1)C2 (stereo unspecified)
 : 1.1, -0.1, 2.6, ., -8, -4, -5, -0.3, 1, -3
34	O=C(/C=C/c1ccccc1)NC(NC(=S)Nc1ccc(Cl)cc1)C(Cl)(Cl)Cl (stereo unspecified)
 : 1, -0.3, 10*, ., -3, -10, 46, -3.6, 1, 1
35	CC(=O)N1CCc2cc(S(=O)(=O)CCC(=O)NCc3ccc4c(c3)OCO4)ccc21
 : 1, 0.1, 4.6, 8, -7, -12, 2, -0.1, 1, -3
36	CN(C(=O)CSc1nc(N)nn1-c1ccccc1)c1ccccc1
 : 0.9, -0.1, 1.0, -13, -4, -12, -6, -1.3, 1, 0
37	Cc1nnc(NC(=O)CSc2nc3ccccc3[nH]2)s1
 : 0.9, -0.2, 4.2, -8, -1, -49, -8, -0.6, 0.9, 3
38	NC(CC(=O)NC(c1ccccc1)(c1ccccc1)c1ccccc1)C(=O)O (stereo unspecified)
 : 0.9, 0.1, 2.2, -1, -2, -4, -4, -1.8, 1, -5
39	O=C1N(CCCCN2C(=O)C3(OCCO3)c3ccccc32)c2ccccc2C12OCCO2
 : 0.9, -0.5, 1.9, 15, -5, -16, 59*, 1.6, 0.9, -8
40	Cc1ccc(C)c(S(=O)(=O)NCc2ccc(C(=O)NCc3ccccn3)cc2)c1
 : 1, -0.4, 0.5, ., 1, -6, -1, 0.6, 0.9, -6
41	Cc1ccc2oc(-c3cccc(NC(=O)c4ccc(Br)o4)c3)nc2c1
 : 1, -0.1, 4.8, ., -7, -15, -1, 0.7, 1, 1
42	Cc1ccccc1C(=O)N1CCC(C(=O)Nc2nccs2)CC1
 : 1, -0.2, 0.0, -18, 0, -2, -1, -1.8, 1, -5
43	CCN(CC)CCN1C(=O)C(=O)/C(=C(/O)c2ccccc2)C1c1ccccc1F (stereo unspecified)
 : 1, -0.4, -0.4, -11, -2, -9, -2, -0.7, 1, -6
44	CCOC(=O)c1ccc(NC(=O)CSc2nc(C)cc(=O)[nH]2)cc1
 : 0.9, 0.1, ., -24, -4, -7, -1, 0.0, 0.9, -1
45	CC(=O)N(Cc1cc(=O)[nH]c2ccccc12)c1ccc(C)cc1
 : 1, 0.0, -0.8, -7, -6, -5, 0, -0.1, 0.9, 1
46	Cn1cc([N+](=O)[O-])c(C(=O)Nc2nccs2)n1
 : 1, 0.2, 2.0, -16, -7, -10, 10, -0.7, 0.9, -5
47	COc1ccccc1N/C(=N/S(=O)(=O)c1ccc(Cl)cc1)c1ccccc1
 : 0.9, 0.1, 4.1, ., -1, -7, 7, -0.6, 0.9, -9
48	COc1ccccc1C1Nc2cccc3cccc(c23)N1
 : 1, 24*, -0.5, ., 2, -1, 17, -0.2, 0.8, -3
49	CCOC(=O)c1ccc(NC(=S)Nc2ccc(C)cc2)cc1
 : 1.1, -0.3, 1.9, -17, 0, 13, -7, 0.3, 1.1, -6
50	Cc1cccc(Cc2ccc(Cl)nn2)c1
 : 1, 0.1, -0.9, -13, -3, -7, 2, -0.8, 1.1, 0
51	CCn1c(SCc2ccc(Cl)cc2Cl)nc2nc3c(cc2c1=O)CCCC3
 : 1, -0.1, 3.6, ., -1, -2, 2, -2.7, 1, -4
52	CCCCCn1c(CNC(C)=O)nc2ccccc21
 : 1, -0.3, 0.8, ., -3, -10, 20, -0.4, 1, -9
53	Cc1ccc(C(=O)N/C(=C/c2ccc(-c3cccc([N+](=O)[O-])c3)o2)C(=O)NC(C)C)cc1
 : 0.9, -0.2, 2.7, ., -5, -9, 2, -2.9, 0.9, -1
54	NC(=O)c1nn(-c2ccccc2)nc1NC(=O)CN1CCCCC1
 : 1.1, -0.1, 1.7, -10, -4, -8, 1, 1.5, 1.1, -1
55	O=C(NCCc1csc(-c2cccnc2)n1)c1cccc2ccccc12
 : 0.9, -0.3, 2.4, ., -4, 4, 3, -0.9, 1, -9
56	CCNC(=S)NNC(=O)c1cc(-c2cccc(OC)c2)nc2ccccc12
 : 1.2, -0.2, 5.0, 0, -3, -36, 12, -0.2, 1.1, -5
57	CCCCN=C(C)c1c(O)c2ccccc2oc1=O
 : 1, 0.1, -1.6, -2, -4, -9, 5, 0.7, 1, -3
